# H1N1 NS1A inhibition – NS1A inhibition, H1N1 influenza, cell based functional assay (AID 504329). NS1A functional cell-based assay, percent inhibition; higher % means a stronger effect. 340,000 tested, 0.3% active. inhibition, % at 12.5 µM, or IC50 in µM where a hit was titrated; in the data active = a potency from the dose series; inconclusive = inhibition above about 27% without an active follow-up result; also: strong numbers were not always called active
# inhibitors of VEEV – inhibitors of VEEV TC-83 cytopathic effect, confirmation, Vero cells (AID 588727); Vero cells, VEEV TC-83 cytopathic effect inhibition; higher % means a stronger effect; inhibition, % at 20 µM; hits with a dose series show IC50 in µM; 350,000 tested, 0.13% active; in the data active = a potency from the dose series; inconclusive = inhibition mostly from about 14% at the one dose, without a potency; inactive = the rest, 99 in 100 with inhibition below about 12%; also: strong numbers were not always called active
# Salmonella PhoP GFP – PhoP regulon inhibitors, Salmonella typhi PhoP promoter GFP reporter, confirmatory (AID 1850) | inhibition, % at 50 µM, or IC50 in µM where a hit was titrated | Salmonella Typhi PhoP-promoter GFP reporter, fluorescence, 4 h; higher % means a stronger effect | 310,000 tested, 0.33% active; in the data active = a potency from the dose series; inconclusive = inhibition mostly from about 25% at the one dose, without a potency; inactive = the rest, 99 in 100 with inhibition below about 19%;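 also: 0% = induced wells with vehicle and 100% = uninduced wells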
# M. tuberculosis HTS – M. tuberculosis growth inhibition, HTS (AID 449762) | M. tuberculosis H37Rv growth inhibition, 7H9 media; higher % means a stronger effect | one-dose inhibition, % at 25 µM; IC50 in µM for titrated hits | 330,000 tested, 0.59% active; in the data active = a potency from the dose series; inconclusive = inhibition above about 70% without an active follow-up result;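 also: bacterial growth assessed after seven days of incubation; strong numbers were not always called active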
# tuberculosis growth – growth inhibition of non-replicating M. tuberculosis (AID 488890); inhibition, % at 25 µM; hits with a dose series show IC50 in µM; 320,000 tested, 0.39% active; Mycobacterium tuberculosis non-replicating, growth inhibition; higher % means a stronger effect; in the data active = a potency from the dose series; inconclusive = inhibition mostly from about 82% at the one dose, without a potency; inactive = the rest, 99 in 100 with inhibition below about 76%;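 also: plate controls were DMSO cells for no effect and high antibiotic wells for full effect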
# inhibitors of VEEV 10K pilot screen – also measured in inhibitors of VEEV; calls as there; inhibition, %; measured here: 10K pilot screen inhibition
# * hit, by the source's call; i = inactive; ? = inconclusive; . = not tested or not shown.
# Start of the data: the first three records, ahead of the listing:
SMILES,H1N1 NS1A inhibition,inhibitors of VEEV,Salmonella PhoP GFP,M. tuberculosis HTS,tuberculosis growth,others
COc1ccc(S(=O)(=O)N2CCN(c3ccccn3)CC2)cc1[N+](=O)[O-],-4%,i,12%,5%,-5%,
O=C(CN1C(=O)c2ccccc2S1(=O)=O)c1ccccc1,-7%,0.2%,-3%,-5%,-17%,
CCCn1c(/N=C/c2ccccc2O)nc2ccccc21,0%,5.5%,-3%,4%,5%,

# The whole of this part, from the first entry:
SMILES,H1N1 NS1A inhibition,inhibitors of VEEV,Salmonella PhoP GFP,M. tuberculosis HTS,tuberculosis growth,others
COc1ccc(S(=O)(=O)N2CCN(c3ccccn3)CC2)cc1[N+](=O)[O-],-4%,i,12%,5%,-5%,
O=C(CN1C(=O)c2ccccc2S1(=O)=O)c1ccccc1,-7%,0.2%,-3%,-5%,-17%,
CCCn1c(/N=C/c2ccccc2O)nc2ccccc21,0%,5.5%,-3%,4%,5%,
CC1CCN(c2c(NCc3ccc(C(=O)N4CCN(C5CCCCC5)CC4)cc3)c(=O)c2=O)CC1,10%,0.6%,8%,0%,-12%,
COc1ccc(CN(Cc2ccc(C(=O)O)cc2)C(=S)Nc2ccccc2C)cc1OC,0%,1.2%,-16%,7%,8%,
NCCCCCc1nnc(SCC(N)=O)o1,-10%,0.3%,-7%,11%,0%,
COc1cc(/C=N/n2cnnc2)ccc1Oc1nc(Cl)ncc1F,-1%,1.4%,-4%,3%,2%,
COc1ccc(S(=O)(=O)N2CCOCC2)cc1NC(=O)C1CC1,3%,0.6%,.,-5%,-9%,
C#CCSc1nnnn1-c1ccc(Br)c(C)c1,-4%,i,21%,4%,6%,
Cc1ccc(S(=O)(=O)NCCC(=O)Nc2nnc(C)s2)cc1,-4%,2.7%,14%,-2%,-23%,
COc1ccc(CCN2C(=NC(=O)C(C)C)SC3CS(=O)(=O)CC32)cc1OC (centres undefined),-5%,i,-4%,5%,6%,
CCc1ccc(C(=O)COC(=O)c2cncc(Br)c2)cc1,3%,1.7%,1%,31%,?,
CCOC(=O)c1c(C)[nH]c(C(=O)OC/C(O)=C(\C#N)c2nc3ccccc3[nH]2)c1C,4%,1.1%,-7%,-12%,-3%,
COCCn1c(SCC(=O)Nc2ccc(NC(C)=O)cc2)nc2c([nH]c3ccccc32)c1=O,-4%,3.0%,0%,-6%,28%,
O=C(O)c1ccccc1C(=O)NNc1ccc(F)cc1F,8%,0.6%,-2%,?,12%,
O=C(Nc1ccc(-c2nc3ccccc3[nH]2)cc1)C1CCCO1 (centres undefined),-2%,i,4%,-9%,4%,
CCCCn1c(N)c(N(CCOC)C(=O)c2ccc(-c3ccc(C(C)=O)cc3)o2)c(=O)[nH]c1=O,0%,11%,4%,-11%,9%,
Cc1ccc2nc(-c3ccccn3)cc(C(=O)Nc3ccc4c(c3)OCO4)c2c1,5%,i,9%,9%,-1%,
CN=C(Nc1cccnc1)c1ccccc1,18%,2.5%,3%,1%,-7%,
CCN(c1ccccc1)S(=O)(=O)c1ccc(C(=O)NCCc2ccc(S(N)(=O)=O)cc2)cc1,8%,1.4%,-6%,-5%,26%,
Cc1cc(Cl)ccc1OCC(=O)OCC(=O)c1c(N)n(C)c(=O)n(C)c1=O,0%,0.8%,.,8%,2%,
CCCC(=O)Nc1nnc(SCC(=O)NC2CC2)s1,17%,1.1%,3%,5%,-2%,
CSc1nc(C)cc(OCC(=O)N/N=C/c2ccccc2O)n1,5%,11%,-6%,3%,-15%,
CC(Oc1ccc(F)cc1)C(=O)Nc1cc(C(F)(F)F)ccc1-n1cncn1 (centres undefined),-2%,8.1%,5%,-1%,13%,
COc1ccc(C(=O)CC(=O)Nc2ccc([N+](=O)[O-])cc2)cc1,6%,0.8%,-1%,12%,?,
CC1CCC(NC(=O)CSc2ccc(S(=O)(=O)N(C)C)cn2)CC1 (centres undefined),-10%,0.6%,.,-9%,23%,
Cn1c(CCn2ccccc2=O)nc2cc(NC(=O)COc3ccccc3)ccc21,5%,1.4%,12%,0%,-5%,
O=c1c2ccccc2nc(COc2ccccc2)n1/N=C/c1cn[nH]c1-c1ccccc1,-6%,10%,-8%,-4%,1%,
CC(C)N1C(=O)C(=O)N(CC(=O)N(C)c2ccccc2)C1=O,-7%,4.3%,.,-12%,-8%,
Cc1cccc(NC(=O)c2ccc(C(=O)c3ccccc3)cc2)n1,-2%,6.8%,4%,?,27%,
COc1ccc(S(=O)(=O)N(C)C)cc1NC(=O)COC(=O)Cn1cnc2ccccc2c1=O,-2%,0.9%,.,0%,-9%,
CC(C)c1ccc(NC(=S)N2CCCC(c3ccc(F)cc3)=N2)cc1,4%,i,6%,66%,31%,
C=CCN(C(=O)COC(=O)c1cc[n+]([O-])cc1)c1nc(-c2ccccc2)cs1,-4%,3.1%,.,5%,14%,
Cc1cc2ncn(CCCCOc3ccccc3)c2cc1C,-13%,i,10%,?,?,
CSc1nc2nccc(-c3ccc(-c4ccccc4)cc3)n2n1,1%,i,-14%,2%,-15%,inhibitors of VEEV 10K pilot screen=0.7
Nc1nn(-c2ccccc2)c2ccc([N+](=O)[O-])cc12,-1%,i,4%,3%,1%,
O=C(CCC(=O)c1cccs1)NNC(=O)c1ccccc1Cl,-12%,1.9%,.,-2%,-5%,
COc1ccc(-c2nnc3n2-c2ccccc2SC3)cc1OC,-9%,0.9%,-9%,4%,12%,
COc1ccc(C(=O)N2CC3(CC(c4ccc(Cl)cc4)=NO3)C[C@H]2C(=O)NCC(N)=O)cc1 (some centres undefined),-11%,0.7%,-16%,4%,15%,
CC1=C(C(=O)Nc2ccccc2C(=O)NCCCN2CCN(C)CC2)SCCO1,15%,0.7%,4%,-9%,-10%,
CCOc1ccc(OC(=O)c2cccc(S(=O)(=O)N3CCN(C)CC3)c2)cc1,-9%,1.6%,-9%,-1%,23%,
CCCc1nc2ccccc2c(=O)n1-c1cccc(OC)c1,5%,1.2%,4%,-8%,.,
CN(CC(=O)Nc1cccc(Cl)c1)S(=O)(=O)c1ccc2c(c1)n(C)c(=O)c(=O)n2C,9%,1.4%,-16%,3%,8%,
CCN(C(=O)c1ccc(NC(C)=O)cc1)c1ccccc1C,-11%,0.1%,3%,-8%,-6%,
CCn1ccnc1CN(C)C(=O)CCc1nnc(CCC2CCCCC2)o1,4%,1.9%,5%,-4%,7%,
CCOc1ccc(N(CC(=O)NCc2ccc(OC)cc2)S(=O)(=O)c2c(C)noc2C)cc1,-2%,5.6%,-13%,-12%,11%,
CC(=O)Nc1cccc(NC(=O)c2ccc(Br)cc2)c1,-6%,2.6%,13%,-5%,-9%,
Oc1c(N=NC(=S)Nc2ccccc2F)c2ccccc2n1Cc1ccc(Cl)cc1,-6%,1.9%,-6%,10%,-13%,
CNCCc1c[nH]c2ccc(O)cc12,3%,1.1%,0%,-5%,-6%,
COc1ccc(Cl)c2sc(NC(=O)C3=COCCO3)nc12,0%,1.1%,0%,8%,6%,
O=C(NCCNc1ccc([N+](=O)[O-])cc1C(F)(F)F)c1ccccc1,-2%,i,13%,-4%,13%,
CCOc1ccc(CCNC(=O)c2nnn(CC(=O)Nc3ccc(C)cc3)c2N)cc1OCC,3%,0.5%,4%,8%,-4%,
COCCN(C(=S)Nc1ccc(Cl)cc1OC)C1CCN(C(C)=O)CC1,8%,i,8%,-4%,4%,
C=C1CCC2C(C)(C)[C@@H](O)CC[C@@]2(C)[C@@H]1COc1ccc2ccc(=O)oc2c1 (some centres undefined),-2%,0.2%,-5%,0%,21%,
NC(=O)CC(NC(=O)Cc1ccc(Br)cc1)c1ccc(N2CCc3ccccc3C2)c([N+](=O)[O-])c1 (centres undefined),11%,3.0%,-18%,?,-5%,
Cc1cc2nc(SCC(=O)O)nc(C)c2cc1C,-2%,1.2%,12%,6%,-1%,
Cc1cc(Cl)ccc1OCC(=O)NNC(=O)c1cnccn1,-5%,2.2%,-5%,?,6µM*,
CCc1ccc(/C=N/NC(=O)Cc2ccc(OC)c(OC)c2)s1,-4%,1.5%,2%,-5%,.,
COc1ccc(C2c3ccc4ccccc4c3Oc3ncn(CCN4CCOCC4)c(=N)c32)cc1 (centres undefined),11%,i,-7%,?,?,
COc1ccc(C(C)=O)cc1CSc1nc2ccccc2c(=O)n1-c1ccccc1,-7%,0.7%,-8%,0%,18%,
# Other structures:
SMILES,H1N1 NS1A inhibition,inhibitors of VEEV,Salmonella PhoP GFP,M. tuberculosis HTS,tuberculosis growth,others
O=C1CC(CC(=O)N/N=C/c2ccccc2[N+](=O)[O-])=NN1,-4%,0.5%,-2%,-1%,9%,
CCCOC(=O)C1[C@H]2C(=O)N(C(C)c3ccc(OC)cc3)C[C@]23C=C[C@H]1O3 (some centres undefined),13%,0.3%,-3%,-2%,-11%,
C/C(CC(=O)Nc1ccccc1C(F)(F)F)=N\NC(=O)c1cnccn1,-4%,0.4%,-1%,15%,23%,
COc1cc([N+](=O)[O-])ccc1NC(=O)COC(=O)CCS(=O)(=O)c1ccc(C)cc1,2%,9.1%,-8%,-1%,54%,
CN(CC(=O)Nc1cccc(F)c1)CC(=O)N1CCCCC1,-12%,0.1%,.,5%,22%,
COc1ccccc1NC(=O)c1cc([N+](=O)[O-])ccc1NCCN1C(=O)CCC1=O,-7%,0.2%,-3%,-2%,-10%,
COCCn1c(SCC(=O)NC(=O)NCc2ccccc2)nc2ccccc21,-5%,0.6%,-3%,1%,9%,
CCN(CC)c1nc(SCCOC(=O)Nc2ccccc2)nc(N(CC)CC)n1,-3%,0.2%,0%,4%,0%,
COc1ccc([N+](=O)[O-])cc1N(CC(=O)N(C)C)S(C)(=O)=O,-2%,0.2%,1%,-3%,0%,
CCN1CCCc2cc(CN(CCN3CCOCC3)C(=S)Nc3ccc(OC)cc3)ccc21,-30%,0.1%,7%,-1%,23%,
O=C1c2ccccc2C(=O)N1CC(O)COc1ccccc1Cl (centres undefined),-2%,1.1%,2%,2%,5%,
CCc1ccccc1NC(=O)C1CCCC1,.,2.4%,-16%,-3%,10%,
O=[N+]([O-])c1ccc(Nc2ccccc2F)nc1,-7%,2.1%,-3%,-4%,2%,
O=Cc1ccc(OC(=O)C2CC(=O)N(c3ccc(F)cc3)C2)cc1 (centres undefined),22%,2.0%,12%,0%,11%,
C/C(=C/c1ccccc1)C(=O)N1CCN(c2ccc(F)cc2)CC1,-28%,0.1%,-9%,2%,52%,
CN(C)CCN(C(=O)c1ccc(Br)s1)c1nc2cc3c(cc2s1)OCCO3,4%,0.4%,19%,-2%,-6%,
Clc1cccc(Cl)c1COn1nnc2ccccc21,2%,i,14%,-5%,12%,
CC(C)(C)n1ncc2c(=O)n(Cc3cccc(Cl)c3)cnc21,-8%,6.6%,8%,4%,0%,
COc1ccc(NC2SC(=O)N(CC(=O)O)C2=O)cc1 (centres undefined),0%,1.7%,2%,?,5%,
CC(C)Cc1nc(C#N)c(N2CCC(C(N)=O)CC2)o1,-4%,0.5%,1%,1%,-16%,
CC1CC1C(=O)OCC(=O)Nc1ncc(Cl)cc1Cl (centres undefined),-7%,0.8%,11%,-7%,15%,
CCOc1ccc(NC(=O)COc2coc(CN3CCc4ccccc4C3)cc2=O)cc1,3%,0.3%,-2%,13%,11%,
COc1ccc(C(=O)NNC(=O)C(=O)Nc2ccc(C)c(Cl)c2)cc1,-9%,0.8%,5%,?,.,
Cc1ccc(OCC(=O)Oc2ccccc2[N+](=O)[O-])cc1,-12%,1.2%,-1%,-11%,1%,
O=C(NS(=O)(=O)c1ccccc1)c1ccccc1F,3%,1.1%,-2%,-4%,4%,
CCc1ccc(NC(=O)C(=O)NCCN2CCN(S(=O)(=O)c3ccccc3)CC2)cc1,12%,1.1%,6%,-8%,-13%,

# Some of these compounds in order of length of the SMILES, ascending.
SMILES,H1N1 NS1A inhibition,inhibitors of VEEV,Salmonella PhoP GFP,M. tuberculosis HTS,tuberculosis growth,others
CN=C(Nc1cccnc1)c1ccccc1,18%,2.5%,3%,1%,-7%,
CSc1nc2nccc(-c3ccc(-c4ccccc4)cc3)n2n1,1%,i,-14%,2%,-15%,inhibitors of VEEV 10K pilot screen=0.7
CC(C)N1C(=O)C(=O)N(CC(=O)N(C)c2ccccc2)C1=O,-7%,4.3%,.,-12%,-8%,
COCCN(C(=S)Nc1ccc(Cl)cc1OC)C1CCN(C(C)=O)CC1,8%,i,8%,-4%,4%,
O=C(NCCNc1ccc([N+](=O)[O-])cc1C(F)(F)F)c1ccccc1,-2%,i,13%,-4%,13%,

# Rows were taken by chance; overall some 1.5% were active at least once.
